ALOX12 inh = ALOX12 (human) lipoxygenase inhibition. Potency, µM (top dose mostly 108 µM), for the others: at the highest dose activity change, negative = inhibition, hits mostly inhibitors. hit rate 1.1% among 580,000. purified 12hLO, xylenol orange hydroperoxide absorbance; active = well fitted inhibition curve with a large enough effect; inconclusive = small, poorly fitted or top-dose-only effect, or another doubt; inactive = no such curve, though single readings can be large or run the other way
Target sequence (P18054 whole entry, looked up): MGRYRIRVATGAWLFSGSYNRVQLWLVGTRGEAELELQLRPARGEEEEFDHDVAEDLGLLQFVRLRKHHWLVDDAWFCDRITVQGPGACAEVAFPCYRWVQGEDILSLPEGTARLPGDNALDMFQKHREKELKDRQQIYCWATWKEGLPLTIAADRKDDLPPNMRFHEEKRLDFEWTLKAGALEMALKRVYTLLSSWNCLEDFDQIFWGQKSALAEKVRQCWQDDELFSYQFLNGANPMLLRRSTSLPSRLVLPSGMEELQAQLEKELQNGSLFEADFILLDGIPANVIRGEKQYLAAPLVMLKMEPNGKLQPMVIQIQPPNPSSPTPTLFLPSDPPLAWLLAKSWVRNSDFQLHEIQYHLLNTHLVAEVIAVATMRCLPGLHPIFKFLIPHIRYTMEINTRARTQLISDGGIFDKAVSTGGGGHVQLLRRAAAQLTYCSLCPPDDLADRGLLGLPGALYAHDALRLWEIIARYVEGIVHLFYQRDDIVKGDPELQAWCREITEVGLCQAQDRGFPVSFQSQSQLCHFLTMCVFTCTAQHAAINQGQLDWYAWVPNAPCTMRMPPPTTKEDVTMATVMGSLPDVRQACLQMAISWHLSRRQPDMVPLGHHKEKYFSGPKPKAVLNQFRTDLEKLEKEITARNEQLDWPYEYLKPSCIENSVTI
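Hydroperoxide product was detected by ferrous iron/xylenol orange as the 573 to 405 nm absorbance ratio. Arachidonic acid at 40 uM (final) was turned over for 30 min at room temperature by 150 nM human 12hLO, pH 7.0 Hepes buffer, after 15 min compound preincubation.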
Numbers without * were called inactive; ? = inconclusive; [ ] = remark or other dose. % is set by controls: 0 for no effect and ±100 for the full control effect; potency is the fitted concentration of half-maximal effect. These rows are one share of the data; count on the stated rates, not on these rows.

ALOX12 inh,molecule
5.8%,Cc1cc(C)n(CC(=O)NCC(=O)N2CCCCCCNC(=O)CC2c2ccccc2)n1 (stereo unspecified)
159.8%[activator],FC(F)(F)c1cccc2c(N3CCC4(CCCN4Cc4ncc[nH]4)CC3)ccnc12
25.0%,CCCc1cnc(C)nc1N1CCN(Cc2ccccc2F)C(CCO)C1 (stereo unspecified)
31.1%[activator],Cc1[nH]c2ccc(C(=O)N(C)C3CCS(=O)(=O)C3)cc2c1C (stereo unspecified)
43.3%[activator],O=C(NC1CCCC1)N1CCC2(CC1)N(c1ccccc1)C(=O)CS2=O (stereo unspecified)
?,CC1=C(C(=O)OC(C)(C)C)C(c2cccc(F)c2)C(C#N)=C(N)O1 (stereo unspecified)
?,O=C1Nc2ccccc2CN(Cc2ccccc2)C12CCNC2 (stereo unspecified)
39.8µM*,COC(=O)C1=C(C)N(Cc2ccc(F)cc2)C(=S)NC1c1ccc(Cl)cc1 (stereo unspecified)
8.4%,COCc1cc(=O)n(CC(=O)Nc2cccc(C)c2)c(N2CCOCC2)n1
31.4%,N#Cc1ccc(CN2CCC(c3ccnn3CCO)CC2)c(F)c1
?,N#Cc1cccc(COC(=O)c2ccccc2SCc2ccco2)c1
-17.7%[176 µM],COCCOc1ccc(-c2noc([C@@H]3CCCN3Cc3c[nH]c4ccccc34)n2)cn1
5.0%[176 µM],Cc1noc(C)c1-c1cc(-c2ccc(CO)cc2)cn2cncc12
-17.7%,COc1ccc(C(=O)C(C)n2cnc3c2c(=O)n(C)c(=O)n3C)cc1 (stereo unspecified)
-1.1%,CN1CCN(c2cccc3c2S(=O)(=O)N[C@@H](Cc2ccccc2)CO3)CC1
8.4%,O=C(C1CCCC1)N1Cc2ccccc2NC(=O)C12CCNCC2
31.6%,CC1CCN(Cc2nnnn2CC(=O)N2CCN(c3ccccc3F)CC2)CC1
3.4%[176 µM],CC(C)(C)CN[C@@H]1CO[C@H](CNC(=O)c2ccccc2)[C@H]1O
48.8%[activator],Oc1cccc(/C=C/c2nc3cc(Cl)ccc3o2)c1
24.7%[176 µM],NCc1ccc(-c2cccc(Cl)c2)cc1

Compounds shown so far with four or more nitrogen atoms, in the order listed:
ALOX12 inh,molecule
5.8%,Cc1cc(C)n(CC(=O)NCC(=O)N2CCCCCCNC(=O)CC2c2ccccc2)n1 (stereo unspecified)
159.8%[activator],FC(F)(F)c1cccc2c(N3CCC4(CCCN4Cc4ncc[nH]4)CC3)ccnc12
25.0%,CCCc1cnc(C)nc1N1CCN(Cc2ccccc2F)C(CCO)C1 (stereo unspecified)
8.4%,COCc1cc(=O)n(CC(=O)Nc2cccc(C)c2)c(N2CCOCC2)n1
31.4%,N#Cc1ccc(CN2CCC(c3ccnn3CCO)CC2)c(F)c1
-17.7%[176 µM],COCCOc1ccc(-c2noc([C@@H]3CCCN3Cc3c[nH]c4ccccc34)n2)cn1
-17.7%,COc1ccc(C(=O)C(C)n2cnc3c2c(=O)n(C)c(=O)n3C)cc1 (stereo unspecified)
31.6%,CC1CCN(Cc2nnnn2CC(=O)N2CCN(c3ccccc3F)CC2)CC1

The list continues:
ALOX12 inh,molecule
10.0%[6.33 µM],COc1cccc(N2C(=O)NC(=NC3CCCCC3)C23CCCN(C(=O)c2ccc(C)cc2)C3)c1 (stereo unspecified)
-7.5%[176 µM],NC(=O)CNC(=O)C1=C[C@@H](NC(=O)Cc2cccs2)[C@@H](O)[C@H](O)C1
-0.1%,CC1CCN(S(=O)(=O)c2cc3cc(F)ccc3oc2=O)CC1
11.2%,Cc1nc2c(c(-c3ccc(Cl)cc3)n1)CCN(C(=O)c1ccc(Cl)nc1)CC2
8.7%,NC(=O)[C@H](Cc1ccc(O)cc1)NC(=O)[C@@]1(O)C[C@@H](O)[C@H](O)[C@@H](NC(=O)CC2(CC(=O)O)CCCC2)C1
?,O=C1NC[C@H](Cc2ccccc2)N(C[C@@H]2CCCN2C[C@H](Cc2ccccc2)N2C[C@H](Cc3ccc(O)cc3)N(CCc3ccccc3)C(=O)C2=O)C1=O
38.6%,CCS(=O)(=O)Nc1ccc(C2(C(=O)NCc3ccc(C)cc3)CCC2)cc1
58.9%[activator],O=C(CC1CCCN(c2cn[nH]c(=O)c2)C1)N1CCCCCC1 (stereo unspecified)
24.0%,O=C1CC(c2ccccc2)N(C(=O)C2CC2)CCCN(S(=O)(=O)Cc2ccccc2)CCN1 (stereo unspecified)
?,CSc1ccccc1C(=O)Nc1ccccc1Sc1ccccc1
?,Cc1ccc(CNC(=O)c2cc3cc(C)ccc3[nH]2)cc1
0.0%,COc1ccc(C2=C(c3ccccc3)OC(OC)c3cc(F)ccc32)cn1 (stereo unspecified)
47.6%[activator],Cc1cc(O)c2c(C)c(CC(=O)NCc3cccc(Cl)c3)c(=O)oc2c1
-14.2%,O=S(=O)(/C(=C/c1cccs1)c1nc2ccccc2[nH]1)c1ccccc1
15.9%,CC(C)n1c(C2CCN(C(=O)CC3CCCC3)CC2)nn(C)c1=O
?,CN(C)Cc1cn(CC2CCN(C(=O)c3ccc4c(c3)OCO4)CC2)nn1
-0.9%[176 µM],O=C(Nc1ccsc1)N[C@H]1C[C@H]2C(=O)NC[C@@H](CCC(=O)N3CCCCC3)N2C1
?,CCOC(=O)N1CCN(c2nc(C)c3c(n2)CC(/C=C/c2ccccc2)CC3=O)CC1 (stereo unspecified)
-8.7%,O=C(Nc1ccc(F)cc1Cl)Nc1ccccc1C(F)(F)F
26.4%,CN(C)[C@@H]1CN(C(=O)c2ccoc2)CC[C@@H]1CO
22.8%,Cc1nc(C)c(CC(=O)Nc2nnc(C3CCCCC3)s2)c(=O)[nH]1
22.9%,Cc1ccc[n+](C2=C([O-])c3ccccc3C(=O)C2=O)c1
-8.9%,COC(=O)[C@]1(Cc2ccccc2)NC=C(C(=O)c2ccc(F)cc2)[C@@H]1c1ccccc1
-34.7%,Cc1cccc(N(CC(=O)Nc2ccccc2C(=O)NCC2CCCO2)S(C)(=O)=O)c1C (stereo unspecified)
36.7%[activator],O=C(CN1CCCCCC1)NCC1Cn2cccc2C(=O)N1Cc1ccccc1 (stereo unspecified)
26.2%,O=C1CC(c2noc(-c3ccccc3OC(F)(F)F)n2)CN1C1CCCCC1 (stereo unspecified)
1.0%,C=CCCC1CN(Cc2ccc(OC)cc2)S(=O)(=O)c2c(cccc2N(C)S(=O)(=O)c2ccc(C)cc2)O1 (stereo unspecified)
1.8%,O=C1OCC2=C1C(c1ccc(Cl)cc1)NC(=O)N2CC(=O)N1CCC(Cc2ccccc2)CC1 (stereo unspecified)
75.2%[activator],CC(c1ccon1)N(C)Cc1cnc(S(=O)(=O)C(C)C)n1Cc1ccccc1F (stereo unspecified)
4.1%,CCC(=O)N1CCN(c2nc3c(s2)CC(C(=O)Nc2cccc(C)c2C)CC3)CC1 (stereo unspecified)
7.0%,CCOc1ccc(C(=O)N2CCC(n3cc(-c4nc(-c5ccccc5)no4)nn3)CC2)cc1
4.9%[176 µM],COc1cccc(Cl)c1-c1nccc2c(=O)cc(N(C)C)oc12
-15.6%,COc1ccccc1C(=O)Oc1ccc(Cl)cc1C(=O)/C=C/c1ccc(F)cc1
-20.1%[176 µM],O=C(NCc1cccc(Cl)c1)c1ccc2nccn2c1
?,Cc1ccc(S(=O)(=O)N2CCC(=O)N([C@H](COCc3ccc(C(F)(F)F)cc3)Cc3ccccc3)CC2)cc1
?,CC1CCN(S(=O)(=O)c2ccc3nc(NC4CCCCCC4)ccc3c2)CC1
80.5%[activator][176 µM],C[C@H]1[C@@H]2[C@@H](O)C([C@H](C)C(=O)NC3CCCCC3)CC[C@@]2(C)CC[C@@H]1NC(=O)C1CC1 (stereo partly specified)
?,O=C(COC(=O)c1cc(-c2cccs2)nc2ccccc12)NCC1CCCO1 (stereo unspecified)
-14.9%,CCCCNC(=O)c1cccc2c1CCN2C(=O)C1CC1
40.3%,C1CCC(c2noc(COCC3CC3)n2)NC1 (stereo unspecified)
?,CN(C)CCNC(=O)CCn1ccc2cc(S(=O)(=O)N3CCCCC3)ccc21
9.4%,COCCCNC(=O)CCN(CC(C)C)C(=O)c1cc(C)oc1C
-3.7%,CCc1nc2ccc(C(=O)Nc3ccccn3)cc2nc1CC
6.0%,Cc1ccc2c(COC(=O)c3cc(S(=O)(=O)N(C)C)ccc3N3CCCCC3)cc(=O)oc2c1
28.4%,O=C(c1ccc2c(c1)OCO2)N1CC(c2noc(C3CCCN3CC3CC3)n2)C1 (stereo unspecified)
-24.2%,Cn1cc(Cl)c(C(=O)N2CCOC(c3ccc(Cl)c(Cl)c3)C2)n1 (stereo unspecified)
114.8%[activator],CN1C[C@@H](N)C[C@H]1C(=O)N1CCC2(CC1)Nc1ccccc1NC2=O
?,O=Cc1cccc(-c2cncc(C(=O)O)c2)c1
0.7%,CN1C(=O)c2cccn2CC1C(=O)NCc1ccc(F)cc1 (stereo unspecified)
-13.0%,N#Cc1cccnc1NCCNc1cc(Cl)nc(N)n1
-26.9%,O=C(CNc1ccc(F)c(C(F)(F)F)c1)N1CCNC1=O
4.9%,O=C(NC1CCCC1)C1CCN(C(=O)N2CC3CC(C2)[C@H]2CCCC(=O)N2C3)CC1 (stereo partly specified)
?,COC(=O)c1cccc(NC(=O)CSc2ncnc3c(-c4ccc(OC)cc4)c[nH]c23)c1
?,COCCNc1ncccc1-c1noc([C@@H]2CCCN2C2CCOCC2)n1
131.3%[activator],O=C(Nc1ccccc1)c1ccc(-c2cccc3c2CCNC3)o1
?,COc1ccc(NC(=O)C2CCCN(Cc3nc(-c4ccc(OC)c(OC)c4)no3)C2)cc1OC (stereo unspecified)
-20.1%[176 µM],COc1cc(F)ccc1-c1ccc2c(n1)c(=O)ncn2Cc1ccccc1
38.2%,CN1CCCN(C(=O)c2ccccc2OC(F)(F)F)c2ccccc21
53.3%[activator],Cc1oc(-c2cccs2)nc1CC(=O)Nc1ccccc1N1CCCCCC1
10.0%,Cc1ccc(N2CC(C)N(C(=O)c3cccc(OC(F)F)c3)CC2=O)cc1 (stereo unspecified)

ALOX12 inh: entries above that show a hit.
ALOX12 inh,molecule
39.8µM*,COC(=O)C1=C(C)N(Cc2ccc(F)cc2)C(=S)NC1c1ccc(Cl)cc1 (stereo unspecified)

Continued:
ALOX12 inh,molecule
54.7%[activator],O=C(CCc1c[nH]c2ccccc12)N1CCC(N2C(=O)C(O)C23CCCCC3)CC1 (stereo unspecified)
57.3%[activator],COC1CCOC2(CCN(C(=O)Nc3cccc(C)c3)CC2)C1 (stereo unspecified)
?,CC(c1ccccc1)N(C)C(=O)COC(=O)c1c[nH]c2ccccc12 (stereo unspecified)
12.6%[176 µM],Cc1ccc(C(=O)N(C)Cc2cccn2C)cc1
0.8%,O=C(NCC1Cc2cccc(-c3cccnc3)c2O1)c1ccc2cc[nH]c2c1 (stereo unspecified)
49.8%,Cc1ccsc1CN1CCCC(O)(CN(C)C)C1 (stereo unspecified)
38.8%[activator],Cc1cc(C)nc(NC2=NCC(=O)N2c2ccc(C)c(Cl)c2)n1
50.2%[activator],COc1cc(NC(=O)Cn2nc3n(c2=O)CCCCC3)cc(OC)c1OC
15.4%,CC1Oc2ccc(NC(=O)c3ccc(Cl)cc3)cc2CN(Cc2cc(F)cc(F)c2)C1=O (stereo unspecified)
-11.4%[57.4 µM],CN(C)CCc1c[nH]c2ccc(Cn3cncn3)cc12
-0.2%,CC(=O)N1CC2(CCN(CCCn3ccnc3C)CC2)CC1C(=O)O (stereo unspecified)
10.7%[176 µM],COc1ccccc1-c1nc(N2CCOCC2)cc2c1CN(Cc1cnn(C)c1)C2=O
3.7%,Cc1cc(C(=O)OCC(=O)c2ccc(OCc3ccccc3)cc2)c2ccccc2n1
12.7%,CNC(=O)[C@@H]1C[C@H](Oc2ccccc2)CN1C(=O)c1ccc(Cn2nc(C)cc2C)o1
92.5%[activator],CC(C)n1cc(CN2CCCC23CCN(c2ccc(C(F)(F)F)cn2)CC3)cn1
41.8%[activator],COCc1nc(-c2ccc(OC3CCN(C(=O)Nc4cccc(C)c4)C3)cc2)no1 (stereo unspecified)
3.9%[176 µM],OCc1ccc(CNC2(Cc3cc(COc4ccccc4)on3)COC2)o1
41.4%,COCC(=O)Nc1ccc2c(c1)CN(Cc1ccccc1F)C(=O)C(C)O2 (stereo unspecified)
-16.4%,O=C(NCc1ccc(F)cc1)C1c2ccccc2C(=O)N(Cc2ccccc2)C12CCCC2 (stereo unspecified)
16.1%,Cc1ccc(CNc2ncnc3sc(C(=O)N4CCCC(C(N)=O)C4)c(C)c23)o1 (stereo unspecified)

The final 2 records of the section above are carried over, then new ones follow.
ALOX12 inh,molecule
-16.4%,O=C(NCc1ccc(F)cc1)C1c2ccccc2C(=O)N(Cc2ccccc2)C12CCCC2 (stereo unspecified)
16.1%,Cc1ccc(CNc2ncnc3sc(C(=O)N4CCCC(C(N)=O)C4)c(C)c23)o1 (stereo unspecified)
-3.7%,O=C(NCC1CC1)c1cccc(OC2CN(C3CCOCC3)C2)c1
3.9%,CCOc1ccc(NC(=O)Nc2ccc(F)c(-c3nnc(-c4ccccc4)o3)c2)cc1
24.3%,Cn1cc(CNS(=O)(=O)c2cccc(C(=O)NCC3CCOC3)c2)cn1 (stereo unspecified)
7.0%,Cc1noc(C)c1[S+](=O)([O-])N1CCC(c2nn(-c3ccccc3)c(=O)[nH]2)CC1
-1.1%,CSCC[C@@H]1NC(=O)c2cc(NC(=O)c3cccc4c3ccn4C)ccc2NC1=O
?,CC(C)=CCC/C(C)=C/CN1C(=O)N(c2ccc(F)cc2)[C@H]2C[C@@H](c3ccccc3)[C@@H](C)[C@@H](C(=O)N3CCOCC3)C[C@H]21
-47.7%,NC(=NCc1ccccc1)NCc1ccc(F)cc1
-1.6%,CCOC(=O)N1CCC(N[C@@H]2CC[C@@H]2NC(=O)c2cnc3cccnn23)CC1
14.6%,COC(=O)[C@H](CC(C)C)N(CCCc1cn(CC2CCCCC2)nn1)S(=O)(=O)c1ccccc1Br
37.3%,COc1cccc(CCC(=O)N2CCC(Cc3nc(C4CC4)n[nH]3)CC2)c1
8.5%,O=C(c1ccccc1Br)N1CCCN(C(=O)C2CC2)c2ccccc21

From PubChem
